Mito fusion yeast = qHTS Assay for Small Molecule Inhibitors of Mitochondrial Division or Activators of Mitochondrial Fusion; Potency, µM (top dose mostly 46.1 µM), for the others: top-dose growth rescue (activation), actives largely listed as activators; S. cerevisiae fusion-defective mutant growth rescue, CellTiterGlo 48 h; hit rate 0.23% among 320,000;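 further: potency means the concentration at half of the fitted maximal effect; % of control where 0% means no effect; nearly all actives have a fitted effect of over 45% in size; temperature-sensitive fusion mutants such as fzo1-1 at 37 °C on non-fermentable ethanol glycerol medium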
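Yeast fusion mutant, YPEG (non-fermentable carbon), compound, 48 h at 37C non-permissive; CellTiterGlo added, 10 min RT, luminescence read. Rescued growth = division inhibition.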
ELG1 repair inh = qHTS screen for small molecules that inhibit ELG1-dependent DNA repair in human embryonic kidney (HEK293T) cells expressing luciferase-tagged ELG1 | HEK293T ELG1-luciferase reporter, luminescence, 16 h; DNA damage induced by 5-fluorouridine | Potency, µM (top dose mostly 46.1 µM), for inactives: at the highest dose activity change, negative = inhibition, hits mostly inhibitors | hit rate 2.3% among 330,000 | AID 504467, 2011; further: potency means the concentration at half of the fitted maximal effect; on the % scale 0 is the no-effect control and ±100 the full control effect; nearly all actives have a fitted effect of over 55% in size
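Overnight (16 hr) co-exposure of 2,000 cells/well to 5-fluorouridine and compound at 37 °C preceded detection. Luciferase was quantified via ONE-Glo luminescence; loss of signal denotes inhibition.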
BCR signal inh = qHTS Assay to Find Inhibitors of Chronic Active B-Cell Receptor Signaling; AID 493014, 2011; Potency, µM (top dose mostly 46.1 µM), for the others: at the highest dose ratio change, negative = lower green/red ratio, actives largely listed as inhibitors; hit rate 0.05% among 340,000; ABC-DLBCL IkBa-CBG/CBR reporter, luminescence ratio, 4 h; active means well fitted inhibition curve with a large enough effect in the signal ratio, with a control signal flat, not every such curve was filed as active; inconclusive means small, poorly fitted or top-dose-only effect, or effect the other way, or a change in a side signal; the % refers to the signal ratio;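 further: potency means the concentration at half of the fitted maximal effect; plate controls were basal doxycycline-induced cells for no effect and cells given 10 µM MG132 for full effect; MG132 reads +100%, hits lower the ratio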
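Cell line TMD8 (human ABC DLBCL), stably expressing tet-inducible CBG68-IkBa fusion and CBR; IMDM/0.5% FBS; cpd up to 46 uM; dox induction, 4 h, 37C/5% CO2; dual luminescence; green/red ratio; MG132 control.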
TSHR antagonist = Antagonists of the Thyroid Stimulating Hormone Receptor: HTS campaign. activity change, negative = inhibition, % at 11.5 µM. Thyrotropin receptor (Homo sapiens), P16473. TSHR-expressing cells, TSH-stimulated cAMP HTRF, 2 h; active compounds read low. hit rate 0.2% among 330,000;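 active means activity change below a set negative limit, meaning inhibition stronger than a set level, cut at about -70% in these data; inconclusive means activity change between two set negative limits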; further: on the % scale 0 is the no-effect control and ±100 the full control effect
Target sequence (P16473 whole entry, looked up): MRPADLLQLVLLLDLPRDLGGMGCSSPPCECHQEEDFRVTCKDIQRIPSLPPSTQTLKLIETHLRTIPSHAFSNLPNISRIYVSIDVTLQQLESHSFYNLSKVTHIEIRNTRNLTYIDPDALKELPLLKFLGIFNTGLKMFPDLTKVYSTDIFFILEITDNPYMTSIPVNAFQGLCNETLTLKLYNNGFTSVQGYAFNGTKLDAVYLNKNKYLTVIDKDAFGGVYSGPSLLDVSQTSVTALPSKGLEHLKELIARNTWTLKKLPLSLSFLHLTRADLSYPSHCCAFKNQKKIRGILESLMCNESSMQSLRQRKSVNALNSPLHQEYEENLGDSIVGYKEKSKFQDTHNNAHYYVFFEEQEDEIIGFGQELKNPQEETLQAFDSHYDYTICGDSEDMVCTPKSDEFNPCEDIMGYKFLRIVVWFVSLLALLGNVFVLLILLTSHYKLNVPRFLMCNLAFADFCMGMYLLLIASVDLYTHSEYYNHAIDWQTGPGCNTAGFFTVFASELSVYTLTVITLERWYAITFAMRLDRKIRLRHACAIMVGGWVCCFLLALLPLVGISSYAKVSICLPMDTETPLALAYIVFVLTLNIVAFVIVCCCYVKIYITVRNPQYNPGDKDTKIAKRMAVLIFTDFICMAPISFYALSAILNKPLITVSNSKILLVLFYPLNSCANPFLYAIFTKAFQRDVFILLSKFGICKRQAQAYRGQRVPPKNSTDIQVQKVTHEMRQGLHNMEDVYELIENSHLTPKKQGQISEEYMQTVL
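TSHR-expressing cells, 200/well, pre-treated with compound, then stimulated with EC80 TSH (4nM final) for 2 hours at 37 deg C. cAMP measured by competitive HTRF: anti-cAMP cryptate antibody in lysis buffer plus cAMP-d2, read after 30 minutes at room temperature.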
Tb PFK inh = qHTS Assay to Find Inhibitors of T. brucei phosphofructokinase; T. brucei PFK, ADP-Glo luminescence; AID 485367, 2010; ATP-dependent 6-phosphofructokinase (Trypanosoma brucei brucei), O15648; Potency, µM (titrated, usually from 57.5 µM), for inactives: at the highest dose activity, negative = inhibition, hits mostly inhibitors; hit rate 0.17% among 330,000;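 further: potency means the concentration at half of the fitted maximal effect; 0% = uninhibited 1x PFK enzyme wells and -100% = no-enzyme wells; nearly all actives have a fitted effect of over 60% in size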
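In TEA buffer at pH 8.0 with 5 mM MgCl2, enzyme (1.25 nM) converted F6P (0.5 mM) and ATP (0.1 mM) for 45 min at room temperature. ADP product was read by luciferase luminescence.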
Eya2 phos inh = qHTS Assay for Inhibitors of the Phosphatase Activity of Eya2 | Potency, µM (series often up to 76.9 µM), for inactives: top-dose activity, negative = inhibition, hits mostly inhibitors | recombinant Eya2, OMFP fluorescence dephosphorylation (OMFP is methylfluorescein phosphate) | hit rate 0.006% among 330,000 | Protein phosphatase EYA2 (Homo sapiens), O00167 | AID 488837, 2010; further: potency means the concentration at half of the fitted maximal effect; on the % scale 0 is the no-effect control and ±100 the full control effect
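Eya2 protein (added as 0.2 uM solution) was preincubated with compound for 10 min at ambient temperature in 50 mM HEPES pH 7.5, 50 mM NaCl, 5 uM MgCl2, 0.05% BSA, 1 mM DTT. OMFP (added at 50 uM) then reacted 10 min; fluorescence read at 485/525 nm.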
PTAP TSG101 blk = qHTS Assay for Iinhibitors of HIV-1 Budding by Blocking the Interaction of PTAP/TSG101. Fluorescence polarization, FITC-PTAP peptide / Tsg101 binding. AID 493005, 2010. Potency, µM (highest dose often 115 µM), for inactives: at the highest dose activity change, negative = inhibition, actives largely listed as inhibitors. 340,000 tested, under 10 active. Tumor susceptibility gene 101 protein (Homo sapiens), Q99816; active means well fitted inhibition curve with a large enough effect in the main read-out, with a control signal flat, not every such curve was filed as active; inconclusive means small, poorly fitted or top-dose-only effect, or effect the other way, or a change in a side signal; inactive means no such curve, though single readings can be large or run the other way; further: potency means the concentration at half of the fitted maximal effect; % of control where 0% means no effect
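Compounds were pin-transferred onto Tsg101 binding domain (10 uM final) in HEPES pH 7.5 buffer, then FITC-PTAP peptide was added at 50 nM final. After 20 min at RT, polarization reported peptide displacement across a qHTS concentration series.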
TCR act = Activators of T cell receptors: qHTS campaign; primary human leukocytes, anti-CD3, IL-2 HTRF, 48 h; Potency, µM (highest dose often 9.22 µM), without a hit: at the top dose activation of IL-2 secretion, most hits filed as activators; 330,000 tested, under 10 active; AID 504894, 2011; further: % of control where 0% means no effect
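IL-2 produced over 48 hr by a-CD3 bead-stimulated primary human leukocytes exposed to compounds was detected with a homogeneous time-resolved FRET immunoassay, 665nm acceptor signal after 320nm excitation.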
a7 integrin act = qHTS for Activators of Integrin-Mediated Alleviation for Muscular Dystrophy. alpha7betagal myoblasts, beta-gal FDG fluorescence, 48 h. hit rate 0.064% among 350,000. Potency, µM (highest dose often 38.3 µM), inactives show top-dose activation, actives largely listed as activators;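 further: potency means the concentration at half of the fitted maximal effect; 100% = response of the positive control SU9516; nearly all actives have a fitted effect of over 60% in size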
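Alpha7betagal+/- myoblasts (passage 13) were plated 16-24 hr, then exposed to compounds (1:260 dilution of DMSO stock) for 48 hours at 37C. After MPER lysis, β-galactosidase reporter activity was read as FDG fluorescence (ex 480/em 540) after 30 minutes.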
ASM inhibitor = Inhibitors of Secretory Acid Sphingomyelinase (S-ASM): qHTS; placental ASM, HMU-PC fluorogenic substrate, 60 min; Potency, µM (series often up to 57.5 µM), inactives show at the top dose activity change, negative = inhibition, most hits filed as inhibitors; hit rate 0.006% among 340,000; AID 504937, 2011; further: potency means the concentration at half of the fitted maximal effect
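qHTS format. ASM enzyme prepared from human placenta hydrolyses the fluorogenic substrate HMU-PC0 (9 uM final) over 60 min at 37 °C after a 10 min compound preincubation.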
A-T KAP1 phos = qHTS Assay for Identifying a Potential Treatment of Ataxia-Telangiectasia. […] A-T fibroblasts, KAP-1 phosphorylation AlphaLISA; neocarzinostatin DNA damage 30 min before lysis. Potency, µM (top dose mostly 57.5 µM), inactives show at the top dose activation, actives largely listed as activators. hit rate 0.19% among 320,000; further: potency means the concentration at half of the fitted maximal effect; % of control where 0% means no effect; nearly all actives have a fitted effect of over 45% in size
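hTERT-immortalized A-T patient fibroblasts ([…]), 500 cells/well in OPTI-MEM, 1% FBS, got compounds for 60 min, then NCS for 30 min at 37C. Lysates were then assayed for phospho-KAP-1 by AlphaLISA (anti-pKAP1 donor, anti-KAP1 acceptor beads), 6 hr at 25C.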
* = called active by the depositor; ? = inconclusive; · = not tested or not shown; [ ] = dose if it differs, or a comment. Unless noted, the call rests on the fitted dose curve; in most records, active means well fitted curve in the direction sought with a large enough effect; inconclusive means small, poorly fitted or top-dose-only effect, or another doubt; inactive means no such curve, though single readings can be large; an effect the other way counts as inactive or inconclusive.

SMILES	Mito fusion yeast	ELG1 repair inh	BCR signal inh	TSHR antagonist	Tb PFK inh	Eya2 phos inh	PTAP TSG101 blk	TCR act	a7 integrin act	ASM inhibitor	A-T KAP1 phos
COCCCNC(=O)c1cc2cc(Br)ccc2oc1=O	-6%	-12%	2%	-11	2%	-6%	-4%	-5%	2%	6%	1%
CCOC(=O)Cn1nc(C)n(-c2ccccc2)c1=O	0%	-14%	6%	12	0%	3%	-6%	2%	-20%	3%	-5%
Cc1cc(OCC(=O)OCC(=O)N2c3ccccc3NC(=O)C2(C)C)ccc1Cl	4%	10%	3%	-23	·	-6%	-1%	-2%	-1%	-3%	3%
CC(=O)N1CCN(c2ccc(NCc3ccc(Br)o3)cc2)CC1	0%	1%	-1%	-14	0%	-17%	-3%	-9%	·	0%	-8%
Nc1nc(SCC(=O)c2cccs2)n[nH]1	3%	?	?	9	1%	-19%	0%	2%	16%	5%	0%
COC(=O)c1ccc(NC(=O)N2CCC(O)(c3cccnc3)CC2)cc1	0%	0%	0%	1	-8%	5%	-1%	1%	2%	-1%	17%
CCOc1ccc(C(C)(O)CN2CCOCC2)cc1 (stereo not given)	0%	-6%	1%	-12	2%	22%	-4%	·	-3%	6%	-7%
CC(OC(=O)CCCN=C1NS(=O)(=O)c2ccccc21)C(=O)NC1CCCCC1C (stereo not given)	1%	12%	-2%	-8	0%	5%	-1%	3%	26%	7%	-4%
CCN(CC(=O)Nc1c(F)cccc1F)C(=O)c1ccc(C(F)(F)F)cc1	0%	14%	?	9	-5%	-11%	-5%	-3%	10%	-1%	-2%
CC1(C)C2CC=C(/C=N/NC(=S)Nc3cccnc3)C1C2 (stereo not given)	-1%	3%	0%	6	1%	-8%	-4%	-1%	27%	4%	-3%
COc1ccc(N2CCN(C(C)C(=O)N3CCc4ccccc43)CC2)cc1 (stereo not given)	18%	?	-13%	1	-20%	0%	1%	-2%	0%	3%	-2%
Cn1c(CCN2CCOCC2)nc2cc(NC(=O)COc3ccccc3)ccc21	-9%	-3%	-1%	3	-5%	-9%	-11%	0%	17%	6%	-5%
COc1ccc(-n2c(Cc3cccn3C)nnc2SCC(=O)Nc2ccc(Cl)cc2)cc1	18%	?	1%	16	1%	0%	-7%	1%	-19%	-4%	16%
Cc1ccc(C(=O)NC(=S)Nc2ccc(S(=O)(=O)N3CCN(C)CC3)cc2)cc1	-7%	-5%	8%	-18	1%	-7%	-9%	-1%	-8%	-1%	-5%
Cc1cc([N+](=O)[O-])nn1CC(=O)NCc1ccco1	-5%	-1%	-2%	5	1%	2%	0%	-1%[46.1 µM]	-17%	0%	2%
CCC(C)NC(=O)c1cc(OC)c(OC)c(OC)c1 (stereo not given)	1%	-3%	0%	-1	-4%	0%	-3%	-1%	9%[7.66 µM]	0%	9%
COc1ccc(C2c3c(oc4ccc(Cl)cc4c3=O)C(=O)N2Cc2ccco2)cc1OC (stereo not given)	1%	1%	7%	-8	1%	8%	·	·	·	·	3%
O=C(CSc1nc(-c2ccccc2)c(-c2ccccc2)o1)Nc1nnc(-c2ccccc2)s1	-5%	10%	0%	3	9%	6%	0%	8%	6%	-4%	-1%
CC(=O)Nc1ccc2c(c1)nc(CCN1CCOCC1)n2C	0%	-8%	0%	20	0%	6%	-1%	3%	18%	9%	9%
Brc1cccc(CNCCCN2CCOCC2)c1	-3%	8%	-4%	0	-4%	-20%	-9%	-6%	6%	2%	4%
Cc1ccc(S(=O)(=O)NC2=NCN(C)CN2)cc1[N+](=O)[O-]	0%	-4%	1%	-1	1%	-5%	-2%	6%	8%	3%	7%
Cc1c(NC(=O)c2ccc3nsnc3c2)cccc1[N+](=O)[O-]	2%	4%	0%	15	-25%	-6%	-4%	-2%	3%	-4%	0%
NS(=O)(=O)c1cccc(NC(=O)c2ccc(S(=O)(=O)N3CCCCCC3)cc2)c1	·	-13%	?	13	-6%	7%	0%	-5%	-17%	-4%	-2%
CC1(C)CC(=O)C(N=Nc2cccc(F)c2C#N)=C(O)C1	-23%	-2%	-2%	21	0%	-14%	1%	4%	-41%	-4%	-12%
Cc1ccc(C(=O)C2=C(O)C(=O)N(c3ncccn3)C2c2cccc(Cl)c2)o1 (stereo not given)	-4%	-2%	0%	4	2%	9%	·	·	·	·	-2%
O=C(c1cc(-c2ccc(Cl)cc2Cl)on1)N1CCOCC1	13%	?	?	-10	6%	8%	-15%	·	13%	1%	12%
O=C(CCCOc1ccccc1)N1CCCc2ccccc21	9%	·	·	·	·	·	-9%	14%	12%	-1%	·
Cc1ccc(-n2ncc3c2ncn2c(-c4ccncc4)nnc32)cc1	-1%	?	5%	-6	5%	-7%	·	·	·	·	9%
Cc1cc(C(=O)N2CCC(C(F)(F)F)n3nccc32)on1 (stereo not given)	0%	9%	-4%	29	-11%	17%	-6%	-59%	5%	2%	8%
COc1ccc(N2C(=O)C3CC=C(Cl)CC3C2=O)cc1 (stereo not given)	-3%	25%	1%	33	-1%	-3%	-1%	0%	-5%	-1%	-1%
Cc1ccc(S(=O)(=O)N(CC(=O)NCC2CCCO2)C2CCCCC2)cc1 (stereo not given)	5%	-4%	?	-3	-1%	5%	0%	-4%	-14%	-15%	6%
COc1cc(/C=N/NC(=O)CC23CC4CC(CC(C4)C2)C3)cc(Br)c1OCC(=O)N(C)C	9%	?	1%	-16	-2%	-2%	-3%	10%[46.1 µM]	12%	-5%	-3%
CCOc1ccc(C(=O)c2nc3c(n2O)CCCC3)cc1	-3%	?	-3%	6	-5%	10%	-15%	·	11%	-1%	·
COc1ccc(NC(=O)c2cc(-c3ccccc3)on2)cc1	1%	?	?	-6	-2%	1%	0%	-2%	23%	-5%	6%
O=S(=O)(Nn1c(O)c(C=C2N=c3ccccc3=N2)sc1=S)c1ccccc1	3%	?	?	-7	15%	16%	0%	1%	-10%	-1%	-8%
O=C(O)/C=C/C(=O)NNC(=O)c1cccc(Br)c1	-2%	14%	?	3	10%	-7%	-1%	2%[46.1 µM]	1%	0%	-6%
CCOC(=O)N1CCC(NC(=O)c2cc(S(=O)(=O)N3CCOCC3)ccc2F)CC1	8%	-3%	2%	-4	-1%	13%	-6%	0%	-9%	-2%	-3%
COC(=O)C1=C(C)NC(=O)CC1c1ccc(F)c(Br)c1 (stereo not given)	5%	-5%	?	-3	-22%	-2%	-2%	5%	7%	0%	4%
Cc1cc(C(=O)O)ccc1-n1c(C)cc(C=C2C(=O)c3ccccc3C2=O)c1C	2%	-15%	?	-17	-6%	-7%	-2%	3%	-13%	-5%	-2%
COc1ccc(-c2cc(C(=O)Nc3cc(Cl)ccc3O)no2)cc1	0%	?	-17%	-11	-6%	19%	-5%	7%	17%	0%	-1%
COc1ccc2c(c1OC)C(=O)N(c1cccc(NC(C)=O)c1)C2	?	?	-11%	-6	3%	-4%	-2%	0%	25%	-1%	19%

Screening results deposited in PubChem by National Center for Advancing Translational Sciences (NCATS).
